Assay outcomes as filed in PubChem.
Rin1 Abl inh: inhibitors of Rin1-Abl protein binding, primary screen, biochemical, TR-FRET; inhibition, % at 7.35 µM; Tyrosine-protein kinase ABL1 (Homo sapiens) + Ras and Rab interactor 1 (Homo sapiens), …; 360,000 tested, 0.4% active; in the data active = inhibition above about 5%, passing the limit was not always enough
MT1-MMP act inh: blockers of MT1-MMP proenzyme processing, primary screen, HT1080 RFP-PRO-GFP cells, GFP/RFP fluorescence; Matrix metalloproteinase-14 (Homo sapiens), P50281; GFP/RFP ratio fluorescence, overnight; percent of plate control window, DMSO zero; GFP/RFP ratio change, % at 20 µM; 360,000 tested, 0.061% active;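 active = GFP/RFP ratio change of at least 30% with cell ATP level not reduced by more than half and red fluorescence within 50% of control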; also: strong numbers were not always called active
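Material – HT1080 RFP-PRO-GFP cells · Control set – DMSO wells and RFP-L50D-GFP cells · Incubation – overnight cell settling, then overnight compound exposure, 37 °C, 5% CO2 · Compound dosing – single-point 20 µM compound, 1% DMSO · Read-out – GFP/RFP fluorescence ratio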
CSN deneddyl inh: inhibitors of CSN-mediated cullin deneddylation, primary screen, biochemical, fluorescence polarization, uHTS. COP9 signalosome complex subunit 5 (Homo sapiens), Q92905. Purified CSN, SCF-Nedd8-OG deneddylation. inhibition, % at 12.5 µM. 360,000 tested, 0.38% active;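 active = pattern-corrected inhibition above about 35%, with an unprinted fluorescence ratio check between 0.5 and 1.5, limit read from the data, passing the limit was not always enough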;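 also: 0% = enzyme with substrate and 100% = substrate without enzyme; some results filed as inactive read as strong as hits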
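Assay system: Purified human Csn5 enzyme expressed in HEK293T cells | Amount: Enzyme 0.24 nM | Measured by: Fluorescence polarization readout | Medium: Tris/NaCl/DTT buffer, pH 7.5 | Compound dosing: One concentration, 12.5 µM, 0.25% DMSO | Times: 90 min incubation of compound, enzyme and substrate at room temperature | Control set: no-enzyme wells high, enzyme-with-substrate wells low | Read-out: % inhibition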
E coli Lon inh: inhibitors of E. coli Lon protease, primary screen, biochemical, fluorescence polarization; P0A9M0; purified E. coli Lon protease; inhibition, % at 7.94 µM; 360,000 tested, 0.42% active; AID 602123, 2011; in the data active = inhibition above about 13%, passing the limit was not always enough;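 also: 0% = enzyme with probe and DMSO and 100% = no enzyme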
MsrA inhibitor: bovine MsrA enzyme inhibitors, primary screen, biochemical, absorbance, HTS. Methionine sulfoxide reductase A (Bos taurus). inhibition, % at 15.5 µM. AID 651718, 2012. 360,000 tested, 0.75% active. purified bovine MsrA, absorbance read-out; in the data active = inhibition above about 4.5%;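 also: 0% = vehicle wells with enzyme and 100% = reference inhibitor wells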
FAS TE block: FAS thioesterase domain inhibitors, primary screen, biochemical, fluorescence intensity, uHTS. recombinant FAS-TE, OMFH fluorogenic substrate, fluorescence endpoint. 360,000 tested, 0.67% active. AID 602261, 2012. Fatty acid synthase (Homo sapiens), P49327. inhibition, % at 15 µM;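 active = compounds whose normalised, plate-corrected inhibition of enzyme fluorescence in the single-dose primary screen is 50% or more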;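 also: 0% = DMSO with enzyme and 100% = substrate without enzyme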
MLLE-PAM2 inh: inhibitors of PABP1 MLLE–PAM2 peptide binding, primary screen, biochemical, fluorescence polarization, FITC-PAM2, GST-MLLE; AID 588489, 2011; inhibition, % at 20 µM; 360,000 tested, 0.36% active; Polyadenylate-binding protein 1 (Homo sapiens), P11940; in the data active = inhibition above about 35%, passing the limit was not always enough;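 also: plate controls were DMSO wells with GST-MLLE for no effect and wells lacking GST-MLLE protein for full effect; some results filed as inactive read as strong as hits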
Rpn11 block: Rpn11 (PSMD14) deubiquitinase inhibitors, primary screen, biochemical, fluorescence polarization, uHTS; AID 588493, 2011; 360,000 tested, 0.59% active; 26S proteasome non-ATPase regulatory subunit 14 (Homo sapiens), O00487; human 26S proteasome, Ub4-pepOG fluorescence polarization; 20S core pre-blocked with epoxomicin; calls only at 20 µM;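 active = inhibition at 20 µM, scaled to each plate's controls, above about 33%, limit read from the data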
MsrA act: bovine MsrA enzyme activators, primary screen, biochemical, absorbance, HTS | Methionine sulfoxide reductase A (Bos taurus) | purified bovine MsrA, absorbance read-out | activation, % at 10.6 µM | 360,000 tested, 0.3% active | AID 602163, 2012; in the data active = activation above about 7.5%;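 also: 0% = vehicle and 100% = reference activator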
Numbers without * were called inactive; i = inactive.

SMILES	Rin1 Abl inh	MT1-MMP act inh	CSN deneddyl inh	E coli Lon inh	MsrA inhibitor	FAS TE block	MLLE-PAM2 inh	Rpn11 block	MsrA act
Cc1nc2ccccc2cc1C(=O)N/N=C/c1ccccc1[N+](=O)[O-]	-2	4	0	-7	1.4	3	10	i	-3
CCOc1ccc(Oc2ccccc2NC(=O)CCNC(C)=O)cc1	0	3	0	-8	-0.1	-7	-3	i	-4
CCOC(=O)N1CCN(c2ccncc2S(=O)(=O)N2CCCCC2)CC1	-1	-2	-6	-6	-0.5	-7	2	i	-5
CC(=O)c1ccccc1NC(=O)COC(=O)CCC1CCCC1	3	0	2	-9	1.7	40	-6	i	2
O=C(CSc1nc2ccccc2s1)NC1CCCc2ccccc21 (configuration not stated)	7.5*	-3	7	0	0.1	13	11	i	-3
COc1ccc(/C=C2\CN(Cc3ccccc3)C/C(=C\c3ccc(OC)cc3)C2=O)cc1	1	-6	2	-11	-0.5	28	2	i	-3
OC(COC(c1ccccc1)c1ccccc1)CN1CCCCC1 (configuration not stated)	1	1	1	-6	-1.5	-10	2	i	-11
CC1CCCCN1CC(O)COCc1ccccc1 (configuration not stated)	1	2	-1	5	0.1	-3	14	i	-6
CN(C)C(=O)c1cn(-c2ccccc2)nc1-c1cccc([N+](=O)[O-])c1	0	6	0	-10	1.7	17	-2	i	-5
CC(OC(=O)Cc1ccccc1F)C(=O)Nc1ccc(Cl)cn1 (configuration not stated)	0	5	1	6	-0.9	1	2	i	-1
COc1ccc(C(C)(O)c2nc(-c3ccccc3C)cs2)cc1 (configuration not stated)	2	-5	-4	-6	1.0	11	5	i	-3
COc1ccc(C2=NN(C(=O)c3ccccc3)C(c3ccc(OC)c(OC)c3)C2)c(OC(C)=O)c1 (configuration not stated)	-2	-11	4	1	1.0	12	2	i	-1
COc1ccc(N(CC(=O)N/N=C/c2cccc3c2OCCO3)S(=O)(=O)c2ccc(NC(C)=O)cc2)cc1	-1	-5	1	3	2.1	20	-2	i	-2
CCOC(=O)c1cc2occc2n1CC(=O)NC1CCCCC1C (configuration not stated)	5	0	0	-2	2.5	-1	-6	i	1
O=C(Nc1ccon1)c1ccc(OC2CCCC2)cc1	2	5	-3	-2	-0.6	-1	10	i	-3
CC1(C)CC(=O)C(CSC(=O)c2ccccc2)C(=O)C1	4	-7	0	9	2.6	-5	35	i	-8
CCOc1cc(/C=C2\N=C(C)OC2=O)cc(Br)c1OCCc1ccccc1	0	2	2	2	-0.6	-10	-3	i	-3
COc1cc(/C=C/C(=O)OCC(=O)Nc2cc(S(=O)(=O)N3CCCC3)ccc2Cl)cc(OC)c1OC	-4	4	-2	9	2.4	21	-24	i	-4
CC(=O)N/C(=N/c1nc(C)cc(C)n1)Nc1ccc(NC(C)=O)cc1	-6	-2	2	1	0.0	-4	-1	i	1
CCNC(=O)NC(=O)COC(=O)CCc1nc(=O)c2ccccc2n1C	2	1	-6	-2	0.5	-4	-4	i	0
CCN(CC)S(=O)(=O)c1cc(NS(=O)(=O)c2ccc(Cl)c(C(=O)O)c2)ccc1C	-3	1	-7	-1	-0.3	-3	-2	i	-2
COc1ccc(C(CNc2ncnc3sccc23)N(C)C)cc1OC (configuration not stated)	0	-5	4	-12	-0.1	-8	-40	i	-2
O=c1c(-c2ccccc2)c(O)c2c(n1-c1ccccc1)CCCC2	4	2	-1	-19	1.6	-11	-1	i	-2
CCN(CC)c1ncnc2ccc(Br)cc12	-5	-17	-2	9	1.6	-9	3	i	-1
CC(=O)Oc1ccc(C2C3=C(CC(C)(C)CC3=O)Nc3cc4c(cc32)OCCO4)cc1 (configuration not stated)	-2	-4	-1	-5	0.6	1	-2	i	-10

Random excerpt: 3 entries already listed
SMILES	Rin1 Abl inh	MT1-MMP act inh	CSN deneddyl inh	E coli Lon inh	MsrA inhibitor	FAS TE block	MLLE-PAM2 inh	Rpn11 block	MsrA act
CCOC(=O)N1CCN(c2ccncc2S(=O)(=O)N2CCCCC2)CC1	-1	-2	-6	-6	-0.5	-7	2	i	-5
COc1ccc(C(C)(O)c2nc(-c3ccccc3C)cs2)cc1 (configuration not stated)	2	-5	-4	-6	1.0	11	5	i	-3
COc1ccc(/C=C2\CN(Cc3ccccc3)C/C(=C\c3ccc(OC)cc3)C2=O)cc1	1	-6	2	-11	-0.5	28	2	i	-3

New compounds follow
SMILES	Rin1 Abl inh	MT1-MMP act inh	CSN deneddyl inh	E coli Lon inh	MsrA inhibitor	FAS TE block	MLLE-PAM2 inh	Rpn11 block	MsrA act
C#CCCOC(=O)N1C2=NC(C(=O)OC)=C(C(=O)OC)[C@@H]3N(CC=C)c4ccccc4[C@]23C[C@H]1C(=O)OC	2	-5	-6	-3	0.0	-1	-2	i	-5
Cc1cc(Nc2cccc(F)c2)n2c(n1)nc1ccccc12	2	0	3	12	0.2	-5	-7	i	-1
OCCNc1nc(SCc2ccccc2)nc2sc3c(c12)CCC3	4	3	-1	-5	0.1	23	29	i	14*
O=C(CNC(=S)N(Cc1ccccc1)Cc1cccnc1)NC1CCCCC1	-1	-1	-5	7	-0.1	-2	-124	i	-4
O=C(Nc1ccc(Br)cc1)c1ccc(N2C(=O)C3CCCCC3C2=O)cc1 (configuration not stated)	-4	8	2	3	-0.7	-5	-8	i	-2
Cc1cccc(NS(=O)(=O)c2csc(C(N)=O)c2)c1	2	2	0	-3	-0.7	-2	-9	i	-1
O=C(O)c1ccc(-c2nnc(-c3ccccc3)o2)cc1	3	-1	-3	3	-1.6	-3	-1	i	-3
CCOc1ccc(NC(=S)N(CCc2c(C)[nH]c3ccc(C)cc23)Cc2ccncc2)cc1	2	-5	3	-11	0.3	11	-49	i	-2
COc1ccc2c(COC(=O)CC3Sc4ccccc4NC3=O)cc(=O)oc2c1 (configuration not stated)	-2	-2	7	-2	0.5	16	-30	i	-9
CCCCCOc1ccc(C(=O)CCC(=O)N2CCCC2)cc1	2	9	-4	2	0.1	-10	4	i	-3
Cc1ccc(OCCNC(=O)c2cc(C(=O)NCCOc3ccc(C)cc3)cc([N+](=O)[O-])c2)cc1	-2	-8	-2	-5	0.9	31	-3	i	-3
COc1ccc(CCNC(=O)COC(=O)COc2ccc(Cl)cc2)cc1OC	-1	0	-4	-2	-1.1	-6	-5	i	-4
O=c1cc(-c2ccccc2)c2ccc(O)c(CN3CCCCC3)c2o1	-1	-12	-3	-6	2.2	-7	0	i	0
Cc1nnc2ccc(-c3ccc(NS(=O)(=O)c4ccccc4)cc3)nn12	-1	15	0	1	1.5	-4	0	i	-1
CC(C)(C)c1ccc(OCCN2CCCC2)cc1	3	6	-2	-2	-0.8	-6	6	i	-5
Cc1ccc(C(=O)NC2CCCC2)cc1S(=O)(=O)N1CCCCC1	3	1	-2	-7	0.5	-4	-10	i	-3
O=C(Cc1ccc(F)cc1)N1CCOCC1	-2	-3	1	-14	-0.3	-7	10	i	-9
Fc1ccccc1COc1ccccc1/C=N/Nc1nc(N2CCCC2)nc(N2CCCC2)n1	-2	0	-2	1	-0.9	11	2	i	-4
CC(=O)c1c(C)oc2ccc(OCc3ccccc3)cc12	0	-7	-6	5	0.3	21	-2	i	-3
O=C(/C=C/c1ccco1)Nc1nc(-c2ccccn2)cs1	2	0	20	-2	3.0	-4	-28	i	-3
O=C(NC(=S)Nc1ccccc1[N+](=O)[O-])c1ccccc1	0	2	-1	3	-1.3	10	27	i	-3
O=c1cc(-c2ccccc2)[nH]n2cnnc12	0	0	-2	9	-0.1	-8	9	i	-9

Molecules above with an aryl methoxy group (eight):
SMILES	Rin1 Abl inh	MT1-MMP act inh	CSN deneddyl inh	E coli Lon inh	MsrA inhibitor	FAS TE block	MLLE-PAM2 inh	Rpn11 block	MsrA act
COc1ccc(/C=C2\CN(Cc3ccccc3)C/C(=C\c3ccc(OC)cc3)C2=O)cc1	1	-6	2	-11	-0.5	28	2	i	-3
COc1ccc(C(C)(O)c2nc(-c3ccccc3C)cs2)cc1 (configuration not stated)	2	-5	-4	-6	1.0	11	5	i	-3
COc1ccc(C2=NN(C(=O)c3ccccc3)C(c3ccc(OC)c(OC)c3)C2)c(OC(C)=O)c1 (configuration not stated)	-2	-11	4	1	1.0	12	2	i	-1
COc1ccc(N(CC(=O)N/N=C/c2cccc3c2OCCO3)S(=O)(=O)c2ccc(NC(C)=O)cc2)cc1	-1	-5	1	3	2.1	20	-2	i	-2
COc1cc(/C=C/C(=O)OCC(=O)Nc2cc(S(=O)(=O)N3CCCC3)ccc2Cl)cc(OC)c1OC	-4	4	-2	9	2.4	21	-24	i	-4
COc1ccc(C(CNc2ncnc3sccc23)N(C)C)cc1OC (configuration not stated)	0	-5	4	-12	-0.1	-8	-40	i	-2
COc1ccc2c(COC(=O)CC3Sc4ccccc4NC3=O)cc(=O)oc2c1 (configuration not stated)	-2	-2	7	-2	0.5	16	-30	i	-9
COc1ccc(CCNC(=O)COC(=O)COc2ccc(Cl)cc2)cc1OC	-1	0	-4	-2	-1.1	-6	-5	i	-4
